Compound activity as filed in PubChem BioAssay.
D3 ag: agonists of human D3 dopamine receptor; D3R DiscoveRx beta-arrestin cells, luminescence, 90 min; max activation, %; hit rate 0.58% among 410,000; in the data active = max activation above about 30%; also: 0% is about no effect; mostly tested at two doses, the higher about 12 µM
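Cells at 1500/well, incubated overnight, then treated with pinned compounds (dopamine as control) for 90 min at 37 degrees C. DiscoveRx reagent added for 30 - 60 minutes at room temperature; luminescence read.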
GLP1R cytotox: cytotoxicity in counter-screen for GLP-1R inverse agonists; Potency, µM (titrated, usually from 38.3 µM), for inactives: top-dose activity change, negative = inhibition, most hits filed as inhibitors; AID 624418; hit rate 0.13% among 410,000; HEK293 cAMP-luciferase reporter cells, luminescence, 24 h;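 also: loss of luciferase light is scored as toxicity; potency is read from the fitted curve at half-maximal effect; % is scaled to controls: 0 for no effect and ±100 for the full control effect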
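A 23 nL compound transfer followed 12 hours of cell culture at 37 deg C; exposure then lasted 24 hr. Luciferase assay detection reagent was dispensed and plates read for luminescence after a 12 min room-temperature wait.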
WRN helicase inh: inhibitors of human WRN helicase; AID 651768; WRN helicase unwinding, fluorescent forked duplex, kinetic; Potency, µM (series often up to 114 µM), for inactives: at the highest dose activity change, negative = inhibition, usual class: inhibitors; hit rate 0.46% among 360,000; also: potency is read from the fitted curve at half-maximal effect; % is scaled to controls: 0 for no effect and ±100 for the full control effect; nearly all actives have a fitted effect of over 55% in size
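Fluorescence dequenching readout, ex 525 nm/em 598 nm, kinetic mode: forked duplex DNA (100 nM final) with adjacent fluorophore and quencher unwound by WRN (20 nM final) with 2 mM ATP. Compound preincubation 15 min, room temperature.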
DRD3 antagonist: blocks the human D3 dopamine receptor | P35462 | D3R cells, DiscoveRx beta-arrestin luminescence, antagonist mode; stronger effect = lower value | max response, negative = inhibition, % | hit rate 2.5% among 360,000 | AID 652054; in the data active = max response below about -50%; inconclusive = no clear call, values can overlap the other calls; also: % is scaled to controls: 0 for no effect and ±100 for the full control effect; mostly tested at two doses, the higher about 12 µM
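Cells expressing the human receptor were seeded at 1500 cells/well, incubated overnight at 37 degrees C in 5% CO2, then exposed to library compounds with dopamine controls for 90 minutes at 37 degrees C before luminescent detection.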
IL2 activator: activates IL-2 in a cell-based reporter assay | IL-2 activation reporter assay, cell-based qHTS; stimulated with anti-CD3/CD4/CD28 beads; in transgenic mouse T cells | activation, % (series mostly up to about 46 µM) | hit rate 0.065% among 360,000 | AID 652025; in the data active = activation above about 50%; inconclusive = mostly about 30% to 49%; also: 0% is about no effect
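Quantitative HTS in unstimulated transgenic mouse T cells, with memory T cells as non-tolerant control and PMA/ionomycin as tolerance-bypass control. Compound pretreatment lasted 60 minutes before 18 h bead stimulation; EGFP/DsRed fluorescence read.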
PLK1 PBD inh: blocks phosphopeptide binding to human PLK1 polo-box domain. Potency, µM, for the others: max response, negative = inhibition, usual class: inhibitors. hit rate 2.8% among 360,000. Plk1 PBD binding of FITC phosphopeptide, fluorescence polarization. P53350; also: potency is read from the fitted curve at half-maximal effect; series mostly up to about 57 µM; % is scaled to controls: 0 for no effect and ±100 for the full control effect; nearly all actives have a fitted effect of over 65% in size
PI5P4K alpha inh: inhibitors of human PI5P4K alpha. PI5P4Kalpha enzyme, ADP-Glo luminescence, 60 min; stronger effect = lower value. max response, %. hit rate 1.2% among 330,000. AID 652105; active = max response of -50% or lower; inconclusive = between -30% and -50%; inactive = -30% or higher; also: value at the top dose of about 77 µM; % is scaled to controls: 0 for no effect and ±100 for the full control effect
Target sequence (P48426 whole entry, looked up): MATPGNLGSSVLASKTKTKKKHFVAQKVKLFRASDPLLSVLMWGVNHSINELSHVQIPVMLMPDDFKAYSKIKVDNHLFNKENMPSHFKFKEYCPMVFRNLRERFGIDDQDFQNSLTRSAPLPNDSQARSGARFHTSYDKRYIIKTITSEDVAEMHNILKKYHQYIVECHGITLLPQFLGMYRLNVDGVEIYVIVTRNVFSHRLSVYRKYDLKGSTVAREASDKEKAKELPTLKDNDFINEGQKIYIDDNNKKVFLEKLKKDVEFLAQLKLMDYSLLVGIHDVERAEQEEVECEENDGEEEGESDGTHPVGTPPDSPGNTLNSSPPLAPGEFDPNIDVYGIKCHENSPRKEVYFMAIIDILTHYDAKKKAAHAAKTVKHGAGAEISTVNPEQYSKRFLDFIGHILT
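qHTS, 1536-well: enzyme/substrate mix, compound by pin tool, 5 microM ATP final; RT 60 min; ADP-Glo reagents 1 (45 min) then 2 (30 min); luminescence.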
GLP-1R inv ag: inverse agonists of human GLP-1 receptor; P43220; HEK293 GLP-1R CRE-luciferase, luminescence, 24 h; GLP-1R form is constitutively active; Potency, µM (series often up to 38.3 µM), inactives show at the highest dose activity change, negative = inhibition, hits mostly inhibitors; hit rate 1.6% among 410,000; AID 624417; also: potency is read from the fitted curve at half-maximal effect; % is scaled to controls: 0 for no effect and ±100 for the full control effect; nearly all actives have a fitted effect of over 55% in size
Target sequence (P43220 whole entry, looked up): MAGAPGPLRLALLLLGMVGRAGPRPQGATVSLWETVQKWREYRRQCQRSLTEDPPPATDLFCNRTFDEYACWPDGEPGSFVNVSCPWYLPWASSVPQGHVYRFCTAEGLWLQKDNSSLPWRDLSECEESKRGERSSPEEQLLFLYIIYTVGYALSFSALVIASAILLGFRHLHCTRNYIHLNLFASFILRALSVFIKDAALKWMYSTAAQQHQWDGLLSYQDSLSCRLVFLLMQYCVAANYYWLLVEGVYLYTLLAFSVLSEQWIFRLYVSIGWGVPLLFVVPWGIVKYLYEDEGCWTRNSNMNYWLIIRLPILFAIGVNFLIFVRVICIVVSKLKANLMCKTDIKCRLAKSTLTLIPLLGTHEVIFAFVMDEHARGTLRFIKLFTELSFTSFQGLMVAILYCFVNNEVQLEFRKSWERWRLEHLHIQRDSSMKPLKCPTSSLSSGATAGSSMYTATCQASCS
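HEK293 cells stably co-expressing a cAMP-responsive luciferase reporter and constitutively active GLP-1R were seeded, incubated 12 h, then exposed to compounds for 24 h at 37 C. Luminescence was read 12 min after detection reagent; inverse agonists lower signal.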
GLP-1R agonist: agonists of human GLP-1 receptor | hit rate 0.007% among 380,000 | HEK293 GLP-1R CRE-luciferase, luminescence, 4-6 h; cells express a hypersensitive GLP-1R form | P43220 | Potency, µM (highest dose often 45.6 µM), for the others: at the top dose activation, hits mostly activators; also: potency is read from the fitted curve at half-maximal effect; % of control where 0% means no effect
An asterisk follows results filed as active; ? = inconclusive; . = not tested or not shown; & = joins results of further samples; [ ] = dose if it differs, or a comment. Unless noted, calls follow the shape of the dose curve; as a rule, active = well fitted curve in the direction sought with a large enough effect; inconclusive = small, poorly fitted or top-dose-only effect, or another doubt; inactive = no such curve, though single readings can be large; an effect the other way counts as inactive or inconclusive.

SMILES	D3 ag	GLP1R cytotox	WRN helicase inh	DRD3 antagonist	IL2 activator	PLK1 PBD inh	PI5P4K alpha inh	GLP-1R inv ag	GLP-1R agonist
O=C(Cc1ccccc1)Nc1ccccc1C(=O)NCC1CCCO1 (configuration not stated)	-2	4%	-23%	-16	-0.1	-12%	-1	20%	13%
COc1ccccc1NC(=O)Nc1nc(CC(=O)Nc2ccc(OC)c(OC)c2)cs1	-2	8%	-2%	0	-3.8	-3%	7	8%	6%
Cn1nc([N+](=O)[O-])nc1Sc1ccc(Cl)cc1	2	-1%	-2%	12	0.2	1%	-2	2%	4%
Cc1cccc(NC(=O)C(C)Sc2nc3ccccc3c(=O)n2CCCN2CCOCC2)c1 (configuration not stated)	-6	-21%	1%	-5	1.2	-6%	2	?	-2%
COc1ccccc1NC(=O)CSc1ncc(CO)n1Cc1ccc(F)cc1	1&-6	-9%&-1%	-1%	1	-1.0	9.5µM*	-8	-25%&-21%	5%&3%
COc1ccc(Br)cc1CN(C)C(=O)C1=CC=CN2CCS(=O)(=O)N=C12	8	3%	-2%	8	-2.1	-4%	2	1%	0%
Cc1cccc(C2CC(c3ccc(Br)cc3)Nc3nc(N)nn32)c1 (configuration not stated)	-2	4%	-6%	-13	-2.5	-2%	0	?	8%
COc1ccc2c(c1)c(C)cc[n+]2Cc1ccccc1	9	-28%	-2%	6	-0.1	2%	0	?	17%
S=C(Nc1ccccc1)N1CCN(C2CCCCC2)CC1	-2	5%	7%	33	-0.9	-16%	3	-15%	-5%
CCC(=O)Nc1cc2[nH]c(=O)cc(C)c2cc1C	3	-3%	7%	6	-0.5	2%	-1	19%	-7%
COc1ccc(C(=O)N/N=C/c2sc(N3CCOCC3)nc2-c2ccccc2)cc1OC	4	11%	-24%	18	1.4	-8%	0	12%	17%
CN(C)c1ccc(S(=O)(=O)N(C)C)cc1NC(=O)Cc1cccc2ccccc12	-13	?	-11%	-12	0.2	2%	7	-17%	12%
COc1ccc(S(=O)(=O)N(C)c2ccc(OC(=O)C(C)Oc3ccc(F)cc3)cc2)cc1 (configuration not stated)	4	8%	0%	7	0.3	0%	7	9%	6%
CCCCNC(=O)Cn1c(=O)c2c(ncn2CC)n(Cc2ccccc2)c1=O	-5	-11%	-9%	6	1.3	-2%	-2	0%	4%
CCOc1ccc(/C=C2/SC(=S)N(CCC(=O)Nc3ccc(C(=O)O)cc3)C2=O)cc1	-1	2%	-9%[11.6 µM]	-20	-3.6	?	2	14%	6%
COc1cc(C(C)=O)ccc1OCC(O)CN1CCN(c2ccccn2)CC1 (configuration not stated)	78*	-1%	7%	7	0.9	?	5	18%	7%
Cc1cc(C)c(-c2c(O)c3cnn(-c4ccccc4)c3[nH]c2=O)c(C)c1	10	0%	3%	24	-3.9	7%	-1	3%	0%
NC(=O)[C@H]1CC2(CC(c3cccc(NC(=O)COc4ccc(Cl)cc4)c3)=NO2)CN1C(=O)c1ccc(Cl)cc1 (some centres not stated)	-2	-24%	-5%	-6	-0.6	-15%	5	?	-10%
Cc1ccc(C(=O)NNC(=O)c2ccccc2O)cc1S(=O)(=O)N1CCCCC1	4	-15%	-15%	9	-1.1	-4%	?	-5%	-6%
CCc1cc(=O)oc2c(C)c(OCC(=O)NCCN3CCOCC3)ccc12	-3	-11%	7%	-6	-0.5	21µM*	-12	40%[activator]	14%
CCN(CC)C(=O)[C@H]1CC(CC(=O)NC/C=C(\C)CCC=C(C)C)C(=O)N2CCc3c([nH]c4ccccc34)[C@]12C (some centres not stated)	-18	-21%	-5%	-8	-0.9	0%	22	?	-3%
CC(NC(=O)c1ccccc1Br)c1nnc(SCC(=O)NC2=NCCS2)n1C (configuration not stated)	-2	-3%	5%	1	0.3	-14%	-6	1%	8%
Cc1cc(Nc2ccc(Br)cc2F)n2nc(C)nc2n1	-4	-3%	0%	-10	-2.3	-17%	-11	-15%	1%
COc1ccc(OC)c(S(=O)(=O)Nc2ccc(C(C)=O)cc2)c1	20	3%	-3%	2	-2.0	-1%	.	35%[activator]	-2%
CCc1ccc2[nH]c(=O)c(CN(Cc3ccc4c(c3)OCO4)Cc3nnnn3C3CCCC3)cc2c1	35*	-31%	-4%	15	-3.6	-5%	.	0%	8%
O=C1N=c2ccccc2=C1c1sc(NS(=O)(=O)c2ccccc2)nc1O	-6	-25%	-29%	-13	-1.9	-26%	-61*	2%	1%
O=c1[nH]c(-c2ccccc2)nc2sc(-c3ccccc3)cc12	4	-30%	-3%	12	0.7	-1%	-6	1%	3%
CS(=O)(=O)Nc1ccc(C2=NN(C(=O)c3cccc(F)c3)C(c3cccs3)C2)cc1 (configuration not stated)	2	-26%	-7%	7	-0.1	-6%	1	4%	20%
COc1ccc(S(=O)(=O)N2CCN(c3ccc(F)cc3)CC2)cc1C(=O)N1CCCC1	-6	-10%	3%	-23	3.2	-8%	6	-12%	7%
COc1cc(NS(=O)(=O)c2c(C)[nH]c(C)c2C(=O)N2CCCCC2)cc(OC)c1OC	-2	0%	-4%	-4	-0.9	-10%	3	13%	0%
Cc1cc(C)n(-c2nnc(C)n2/N=C/c2cc(Br)ccc2OCc2ccccc2)n1	-7	-23%	1%	-20	-1.0	-21%	-1	?	1%
O=C(NC(=S)Nc1ccc(Cc2ccncc2)cc1)c1ccccc1F	-4	-7%	-3%	-11	0.1	?	3	-30%	10%
CCC(CC)C1C(C#N)=C(N)Oc2cc(C)oc(=O)c21 (configuration not stated)	-8	-8%	-5%	-23	-0.9	-6%	.	-5%	-4%
Cc1nc2sccn2c(=O)c1S(=O)(=O)N1CCN(c2ccc(F)cc2)CC1	-7&0	16%&-3%	0%	-12	-3.9	-14%	-3	-13%&10%	2%
CCCC(=O)Nc1c2c(nn1-c1ccc([N+](=O)[O-])cc1)CS(=O)(=O)C2	3	4%	5%	-12	0.5	-3%	-5	14%	10%
Cc1ccc2nc(-c3ccc(NC(=O)CN4CCN(C(=O)c5ccco5)CC4)cc3)sc2c1	36*	10%	?	1	2.2	-13%	.	?	11%
CCC(=O)N[C@H]1C=C[C@H](CC(=O)OC)O[C@@H]1CO	-8	2%	3%	-22	1.1	-10%	3	7%	.
O=[N+]([O-])c1ccc(N(c2ccccc2)c2ccccc2)cc1	5	453%[activator]	-9%	25	0.5	8%	21	?	-4%
CCCCCCn1nc(C(=O)N(CCOC)c2c(N)n(CCCC)c(=O)[nH]c2=O)c2ccccc2c1=O	0	5%	-4%	9	-2.1	1%	7	22%	7%
O=C(O)c1cc(O)c2c(c1)C(=O)c1cc(O)cc(O)c1C2=O	-52	-30%	?	-17	-0.6	?	-86*	-8%	2%
Cc1ccc(N(CC(O)CN2CCCCC2)S(=O)(=O)c2ccccc2)cc1 (configuration not stated)	-19	2%	2%	-77*	-2.4	?	-3	0%	2%
C/C(=N\NC(=O)c1ccccc1C)c1cccnc1	-8	0%	3%	-5	3.9	-9%	1	15%	-3%
COc1cc(CC(=O)NC(c2ccccc2)c2ccccc2)cc(OC)c1OC	-12	-3%	12%	-18	-4.0	21µM*	-12	-28%	4%
CCN(CC)CC(=O)NC1CC(C)(C)Cc2c1cnn2-c1ccc(F)cc1 (configuration not stated)	-6	2%	0%	-6	0.4	2%	0	-5%	4%
CCOC(=O)Cc1csc(NC(=O)c2ccncc2)n1	2	-10%	-14%	33	-1.9	-5%	0	4%	0%
CCN(C/C=C/c1ccccc1OC)Cc1ccccc1	-25	0%	9%	-82*	-1.2	-22%	0	-17%	-5%
O=C(O)CCC(NC(=O)C1CCCN1C(=O)OCc1ccccc1)C(=O)O (configuration not stated)	-3	-4%	0%	7	-0.5	-2%	3	1%	-1%
CCN1CCN(Cc2cc(=O)oc3cc4c(cc23)CCC4)CC1	-5	-20%	13%	?	1.0	-7%	.	?	-1%
COc1ccc(NS(=O)(=O)c2ccc(C)c(C(=O)NCC(c3ccco3)N3CCCCC3)c2)cc1 (configuration not stated)	-4	-2%	-6%	1	-4.9	2%	-3	-24%	-2%
CCN(CC)Cc1c(O)ccc2c(C)c(CC(=O)OC)c(=O)oc12	2	380%[activator]	5%	17	-0.3	-5%	.	2%	-11%
O=C(COC(=O)CNC(=O)c1ccc(Cl)cc1Cl)NNC(=O)c1ccccc1	-6	6%	0%	-21	0.2	-3%	-2	13%	-1%
Cn1c(=O)n(CCCOc2ccc(Br)cc2)c2ccccc21	-2	-1%	1%	43	-0.5	-9%	-1	?	21%
CC(C)Nc1nnc(SC(C)C(=O)N(C)C2CCCCC2)s1 (configuration not stated)	-4	-8%	3%	10	-0.1	-5%	5	10%	11%
COc1ccc(Oc2cnn(-c3ccccc3)c(=O)c2Br)cc1	-3	-10%	-3%	11	-4.4	1%	-1	-23%	-2%
Cc1ccc(O)c(-c2cc(-c3cccc(Br)c3)n[nH]2)c1	1	-37%	0%	0	-0.6	-4%	22	10µM*	19%
NC(=O)c1ccc(NC(=O)COc2ccc([N+](=O)[O-])cc2Cl)cc1	5	2%	-8%	0	-0.1	3%	3	10%	7%

Copied from the listing (three entries):
SMILES	D3 ag	GLP1R cytotox	WRN helicase inh	DRD3 antagonist	IL2 activator	PLK1 PBD inh	PI5P4K alpha inh	GLP-1R inv ag	GLP-1R agonist
COc1ccc(Oc2cnn(-c3ccccc3)c(=O)c2Br)cc1	-3	-10%	-3%	11	-4.4	1%	-1	-23%	-2%
Cc1ccc(O)c(-c2cc(-c3cccc(Br)c3)n[nH]2)c1	1	-37%	0%	0	-0.6	-4%	22	10µM*	19%
NC(=O)c1ccc(NC(=O)COc2ccc([N+](=O)[O-])cc2Cl)cc1	5	2%	-8%	0	-0.1	3%	3	10%	7%
